RXFP1 antag: qHTS Assay for Antagonists of the Relaxin Receptor RXFP1 | Relaxin receptor 1 (Homo sapiens), Q9HBX9 | HEK293-RXFP1, relaxin-stimulated cAMP HTRF, 30 min; hits give low values | activity change, negative = inhibition, % at 57.5 µM | hit rate 0.59% among 350,000;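 active = activity change of -60% or lower, but not beyond a set lower limit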; also: % is scaled to controls: 0 for no effect and ±100 for the full control effect
D1 antag: Antagonist of Human D 1 Dopamine Receptor: qHTS. HEK293 TREx D1 cells, calcium flux, dopamine EC80; hits give low values. activity change, negative = inhibition, % at 10 µM. D(1A) dopamine receptor (Homo sapiens), P21728. hit rate 3.2% among 360,000; in the data active = activity change below about -30%; also: % is scaled to controls: 0 for no effect and ±100 for the full control effect
Target sequence (P21728 whole entry, looked up): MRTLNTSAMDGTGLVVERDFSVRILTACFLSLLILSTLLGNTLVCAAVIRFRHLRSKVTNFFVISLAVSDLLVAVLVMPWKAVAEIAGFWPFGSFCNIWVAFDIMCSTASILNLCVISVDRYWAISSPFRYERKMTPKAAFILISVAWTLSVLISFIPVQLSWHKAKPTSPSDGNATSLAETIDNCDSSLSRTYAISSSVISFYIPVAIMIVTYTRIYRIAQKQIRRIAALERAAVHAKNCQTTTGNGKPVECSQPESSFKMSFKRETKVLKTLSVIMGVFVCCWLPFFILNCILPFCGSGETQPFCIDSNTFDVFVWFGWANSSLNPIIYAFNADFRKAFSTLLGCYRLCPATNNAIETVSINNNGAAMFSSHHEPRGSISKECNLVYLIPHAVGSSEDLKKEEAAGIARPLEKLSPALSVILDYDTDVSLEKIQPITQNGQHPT
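Using tetracycline-induced force-coupled D1 Hek293 cells and a calcium dye, signals were followed for 180 s after compound, then for 180 s after EC80 dopamine, to detect inhibitors.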
TRHR agonist: qHTS for Small Molecule Agonists and Allosteric Enhancers of Human TRH Receptor: Primary Screen for Agonists; Thyrotropin-releasing hormone receptor (Homo sapiens), P34981; TRHR cells, calcium flux fluo-8, FDSS agonist mode; activation, % at 2 µM; hit rate 0.18% among 360,000; AID 493084, 2011; also: 0% is about no effect
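In this calcium-flux screen, cells bearing human TRHR are dye-loaded with fluo-8, baselined for 10 cycles, then exposed to library compounds; positive kinetic calcium responses during the agonist phase mark hits, with TRH as control.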
D2 ag: HTS Assay for Allosteric Agonists of the Human D2 Dopamine Receptor: Primary Screen for Agonists; D(2) dopamine receptor (Homo sapiens), P14416; HEK293 T-REx D2 cells, calcium flux agonist mode; activation, % at 2 µM; hit rate 0.53% among 340,000;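 active = activation over 3 SD above normal in the single-dose calcium agonist read, cut at about 30% in these data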; also: 0% is about no effect
Target sequence (P14416 whole entry, looked up): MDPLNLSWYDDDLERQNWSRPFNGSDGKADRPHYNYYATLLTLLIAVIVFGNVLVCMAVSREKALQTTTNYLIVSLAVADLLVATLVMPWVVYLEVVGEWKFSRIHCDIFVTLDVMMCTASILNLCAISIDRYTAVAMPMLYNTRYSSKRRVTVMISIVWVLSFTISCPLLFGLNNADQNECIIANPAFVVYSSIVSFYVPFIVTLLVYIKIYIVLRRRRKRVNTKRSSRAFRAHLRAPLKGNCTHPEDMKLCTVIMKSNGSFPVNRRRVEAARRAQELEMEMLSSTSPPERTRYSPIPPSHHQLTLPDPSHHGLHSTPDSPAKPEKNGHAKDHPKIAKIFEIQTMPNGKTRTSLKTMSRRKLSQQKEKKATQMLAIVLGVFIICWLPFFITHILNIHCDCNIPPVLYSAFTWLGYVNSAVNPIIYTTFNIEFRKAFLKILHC
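Agonism is scored from calcium flux in a force-coupled, inducible HEK293 cell line expressing D2, read kinetically for 180 s after compound addition against dopamine controls.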
D2 potentiator: HTS Assay for Positive Allosteric Modulators of the Human D2 Dopamine Receptor: Primary Screen for Potentiators; D(2) dopamine receptor (Homo sapiens), P14416; HEK293 T-REx D2, calcium flux, EC20 dopamine potentiation; potentiation, % at 10 µM; hit rate 0.34% among 340,000; AID 485347, 2010;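 active = potentiation over 3 SD above the plate norm, cut at about 30% in these data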; also: 0% is about no effect
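Calcium flux readout, no-wash dye, 1 read/s. Inducible HEK293 Trex D2 line, overnight 30 C. Compound alone 180 s (agonist flags), then EC20 dopamine, another 180 s to score potentiation.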
TRHR enhancer: qHTS for Small Molecule Agonists and Allosteric Enhancers of Human TRH Receptor: Primary Screen for Enhancers; TRHR cells, fluo-8 calcium fluorescence, EC20 TRH enhancement; hit rate 0.66% among 360,000; enhancement, % at 2 µM; AID 493056, 2011; Thyrotropin-releasing hormone receptor (Homo sapiens), P34981; in the data active = enhancement above about 30%; also: 0% is about no effect
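Enhancer read-out: after compound pinning and an initial kinetic agonist-mode read, an EC20 of TRH (10 nM final) was injected and fluo-8 calcium signal (Ex 480/Em 530) followed at 1 s/cycle for 100 cycles in TRHR-expressing cells.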
D2 antagonist: HTS Assay for Allosteric Antagonists of the Human D2 Dopamine Receptor: Primary Screen for Antagonists. D(2) dopamine receptor (Homo sapiens), P14416. hit rate 2% among 340,000. inhibition, % at 10 µM. HEK293 TREx D2 cells, calcium flux, dopamine EC80; in the data active = inhibition above about 30%; also: 0% is about no effect
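Antagonism is scored as inhibition of an EC80 dopamine-evoked calcium signal in a force-coupled, tetracycline-inducible HEK293 T-REx D2 line, with compound present 180 s before agonist.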
D1 agonist: Allosteric Agonists of the Human D1 Dopamine Receptor: qHTS; D(1A) dopamine receptor (Homo sapiens), P21728; HEK293 T-REx D1 cells, calcium flux, agonist mode; activation, % at 2 µM; hit rate 1% among 360,000; AID 504660, 2011; also: 0% is about no effect
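Tetracycline-induced HEK293 TREx D1 cells, force-coupled to calcium signalling, were dye-loaded with a no-wash calcium kit. Compound was pin-added after a 10 s baseline. Fluorescence was read kinetically at 1 cycle/s for 180 s, with calcium rises flagged as agonism.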
D1 potentiator: Potentiators of Human D1 Dopamine Receptor: qHTS | D(1A) dopamine receptor (Homo sapiens), P21728 | HEK293 TREx D1 cells, calcium flux, dopamine EC20 potentiation | potentiation, % at 10 µM | hit rate 0.036% among 360,000; in the data active = potentiation above about 30%; also: 0% is about no effect
* hit, by the source's call; . = not tested or not shown; & = joins results of further samples; ! = repeats disagree. Rule as the data show it, unless noted: active = activation above about 30%; inactive = the rest.

SMILES	RXFP1 antag	D1 antag	TRHR agonist	D2 ag	D2 potentiator	TRHR enhancer	D2 antagonist	D1 agonist	D1 potentiator
CN(CC(=O)NC1CCN(Cc2ccccc2)CC1)S(=O)(=O)c1ccc(Br)s1	15	-19	-2.1	-2.5	11	2	8	13	5
CCOC(=O)c1[nH]c2ccc(C)cc2c1N=CN(CC)CC	-8	-2	-1.1	0.2	4	25	17	10	-10
C#CCOCCOCCOCCNc1nc(N2CCN(C(=O)[C@H](CCC(=O)O)n3cc(C(N)CO)nn3)CC2)nc(N2CCN(C(=O)[C@H](Cc3ccc(O)cc3)n3cc(C(N)CC(C)C)nn3)CC2)n1 (some centres not stated)	.	42	0.5	-0.5	9	2	3	15	-3
Cc1ccccc1NC(=O)c1ccccc1O	-8	-11	5.5	-0.4	-6	-8	5	20	-6
CCOC(=O)NC1(C(F)(F)F)NC(=O)N(c2cccc(C(F)(F)F)c2)C1=O (configuration not stated)	7	-1	-0.2	-0.2	3	-7	5	2	9
Cc1ccc(-n2ncc(C(=O)NCCCN3CCc4ccccc4C3)c2C2CCN(C(=O)OC(C)(C)C)CC2)cc1C	-23	12	0.4	0.0	-1	-10	.	2	1
O=C(NNC(=O)c1ccccc1F)c1ccc2nc[nH]c2c1	-4	15	0.4	0.9	0	-3	-1	5	-4
O=C(Nc1ccccc1)Nc1cc(S(=O)(=O)N2CCOCC2)ccc1N1CCCC1	21	-6	0.2	1.9	-12	-7	-3	2	5
CCN1CCN(c2nc3c(S(=O)(=O)c4ccc(Br)cc4)nnn3c3ccsc23)CC1	3	8	-0.5	0.2	1	8	.	9	-5
O=C(N/N=C/c1ccc([N+](=O)[O-])o1)c1ccc(O)cc1	-9	-10	0.8	-2.6	11	22	27	3	-4

Compounds above that have bromine (2):
SMILES	RXFP1 antag	D1 antag	TRHR agonist	D2 ag	D2 potentiator	TRHR enhancer	D2 antagonist	D1 agonist	D1 potentiator
CN(CC(=O)NC1CCN(Cc2ccccc2)CC1)S(=O)(=O)c1ccc(Br)s1	15	-19	-2.1	-2.5	11	2	8	13	5
CCN1CCN(c2nc3c(S(=O)(=O)c4ccc(Br)cc4)nnn3c3ccsc23)CC1	3	8	-0.5	0.2	1	8	.	9	-5

Copied from the list:
CCOC(=O)c1[nH]c2ccc(C)cc2c1N=CN(CC)CC in RXFP1 antag shows -8
O=C(N/N=C/c1ccc([N+](=O)[O-])o1)c1ccc(O)cc1 in TRHR agonist shows 0.8
C#CCOCCOCCOCCNc1nc(N2CCN(C(=O)[C@H](CCC(=O)O)n3cc(C(N)CO)nn3)CC2)nc(N2CCN(C(=O)[C@H](Cc3ccc(O)cc3)n3cc(C(N)CC(C)C)nn3)CC2)n1 (some centres not stated) in D2 ag shows -0.5
Cc1ccc(-n2ncc(C(=O)NCCCN3CCc4ccccc4C3)c2C2CCN(C(=O)OC(C)(C)C)CC2)cc1C in TRHR agonist shows 0.4

Continued:
SMILES	RXFP1 antag	D1 antag	TRHR agonist	D2 ag	D2 potentiator	TRHR enhancer	D2 antagonist	D1 agonist	D1 potentiator
CCN(CC)C(=O)CSc1nnc(-c2ccco2)n1N	-1	-13	-0.4	.	.	-2	.	4	-9
c1ccc(Cn2cc(-c3cccnc3)cn2)cc1	.	.	-0.4	-0.6	14	2	7	1	0
CC1CN(c2nc3ccccn3c(=O)c2C=O)CC(C)O1 (configuration not stated)	-2	-34*	0.7	0.7	-9	-1	-10	1	-3
COc1ccccc1NC(=O)C(Sc1ccccc1)c1ccccc1 (configuration not stated)	-13	-5	1.7	0.0	0	3	10	7	-5
CCC1(N(C(C)=O)c2ccc(OC)cc2)C(=O)c2ccccc2C1=O	-19	-10	0.1	0.1	6	4	-14	3	7
Cc1ccccc1N(CC(=O)NC1CCCC1)C(=O)CS(=O)CC(=O)Nc1ccc2c(c1)OCO2 (configuration not stated)	-5	0	-1.4	-0.4	-21	-7	3	1	-2
COC(=O)C(C)Sc1ccc2nnc(-c3cccc(F)c3)n2n1 (configuration not stated)	.	-9	-0.7	-0.5	3	-5	-9	0	-3
O=S(=O)(NCC(c1ccccc1)N1CCc2ccccc21)c1ccc(Cl)cc1 (configuration not stated)	-14	-20	1.3	1.4	-5	1	.	1	-2
Cc1cc2oc(C(=O)Nc3c(C)n(C)n(-c4ccccc4)c3=O)cc(=O)c2cc1C	2	-5	0.2	.	-5	0	.	0	1
Oc1cccc(/C=N\Nc2nncc(-c3ccccc3)n2)c1	-5	-37*	-0.6	0.6	-10	3	-12	2	2
O=C(NCc1ccccc1C(F)(F)F)C1CC(c2ccc(C(F)(F)F)cc2)=NO1 (configuration not stated)	.	-12	0.8	0.0	10	-2	-6	11	-7
Cc1cc(C)nc(N(C#N)CCOc2ccc(Cl)cc2)n1	13	-9	-1.2	-0.2	2	11	12	3	-3
COc1cc(/C=N/NC(=O)c2cccc(N3CCCC3=O)c2)ccc1O	-15	-9	-1.7	0.2	14	-2	1	3	-2
Cc1cccc(/C=C2\CCC(=C3SCCCS3)C2=O)c1	-7	-3	0.3	0.1	0	2	20	3	3
COc1cc(/C=N\NC(=O)c2ccc(Cn3cc(Br)c([N+](=O)[O-])n3)o2)cc(OC)c1O	9	-3	-1.8	-1.4	0	-9	-16	2	-1
CN(CCCC(=O)Nc1nccs1)S(=O)(=O)c1ccc(Cl)cc1	.	-21	-0.8	0.3	-13	-18	14	7	-10
CCOc1c(N2CC(C)OC(C)C2)c(=O)c1=O (configuration not stated)	-12	-18	0.5	0.4	0	-5	15	1	-2
CC1CC[C@@]2(OC1)O[C@H]1CC3[C@@H]4C[C@@H](O)[C@@]5(O)C[C@@H](O)[C@H](O)C[C@]5(C)[C@H]4CC[C@]3(C)[C@H]1[C@@H]2C (some centres not stated)	-2	0	-0.6	-0.9	9	2	-10	5	0
Nc1nc(N2CCOCC2)nc(N(c2ccccc2)c2ccccc2)n1	.	4	0.5	-0.1	4	2	-4	2	-3
COc1cccc(/C=N/n2c(=S)n(C)c3ccccc32)c1OC	-5	.	0.3	1.3	-6	-4	8	0	1
O=C1C2CCCN2C(c2ccccc2F)N1c1ccc(F)cc1 (configuration not stated)	-16	0	-0.2	-0.8	-8	0	-16	1	2
Cc1cc2ncn(/N=C/c3cccnc3)c2cc1C	-10	7	-0.8	-0.1	0	-5	-3	3	3
Cc1ccc(S(=O)(=O)NCCSc2nnnn2C)cc1	-6	11	-0.9	0.6	-10	-4	0	2	-4
CC1(c2ccc3ccccc3c2)NC(=O)N(CC(=O)N2CCCC(C(F)(F)F)C2)C1=O (configuration not stated)	-8	-2	0.4	1.5	4	-2	-21	18	.
COc1ccc(-n2cc(CN(C)Cc3n[nH]c(=O)[nH]3)c(-c3cccc(F)c3)n2)cc1	-17	4	-3.4	-1.2	8	7	-1	1	-5
CC1=NN(C(=O)c2ccccc2)C(O)(c2ccc(Br)cc2)C1 (configuration not stated)	-12	3	0.7	-1.0	-5	-2	14	1	0
O=C(NC1CC1)c1ccc(C2SCC(=O)N2Cc2ccccc2)cc1 (configuration not stated)	0	5	0.2	-0.7	3	5	0	0	-4
CCC(=O)N1CC(C)C(=O)Nc2ccccc21 (configuration not stated)	-2	8	0.7	0.5	3	-7	-1	5	-1
O=C(O)CC(NC(=O)C1c2ccccc2Oc2ccccc21)c1ccc(Cl)cc1 (configuration not stated)	3	3	0.7	0.8	2	-14	8	4	13
O=C(O)Cn1c(=O)c2c3c(sc2n(Cc2ccc(F)cc2)c1=O)CCCC3	-18	-16	0.4	2.0	-4	19	0	3	-9

The final five records of the part above come first, to join the parts:
SMILES	RXFP1 antag	D1 antag	TRHR agonist	D2 ag	D2 potentiator	TRHR enhancer	D2 antagonist	D1 agonist	D1 potentiator
CC1=NN(C(=O)c2ccccc2)C(O)(c2ccc(Br)cc2)C1 (configuration not stated)	-12	3	0.7	-1.0	-5	-2	14	1	0
O=C(NC1CC1)c1ccc(C2SCC(=O)N2Cc2ccccc2)cc1 (configuration not stated)	0	5	0.2	-0.7	3	5	0	0	-4
CCC(=O)N1CC(C)C(=O)Nc2ccccc21 (configuration not stated)	-2	8	0.7	0.5	3	-7	-1	5	-1
O=C(O)CC(NC(=O)C1c2ccccc2Oc2ccccc21)c1ccc(Cl)cc1 (configuration not stated)	3	3	0.7	0.8	2	-14	8	4	13
O=C(O)Cn1c(=O)c2c3c(sc2n(Cc2ccc(F)cc2)c1=O)CCCC3	-18	-16	0.4	2.0	-4	19	0	3	-9
COC(=O)c1sccc1NN1C(=O)c2ccccc2C1=O	-9	-48*	0.0	-0.4	-1	-8	-4	1	-9
COc1ccc(/C=C/C(=O)OCC(=O)NC2CCCC2)c(OC)c1	6	6	-0.8	-0.4	6	-6	10	0	0
CCOc1ccc(-c2noc(=O)[nH]2)cc1	-5	3	-0.2	-0.4	-2	11	8	4	-6
COc1ccc(-n2c(-c3ccco3)nc3c(cnn3-c3ccccc3C)c2=O)cc1	9	-30*!	-0.3&-0.6	-1.4&0.5	-2&13	1&27	-3	2&2	-9&-1
CCOc1ccccc1-n1c(=O)c2ccccc2c2ccccc2c1=O	-5	12	-0.9	-1.2	-9	-6	-3	1	1
Cc1cccc(NC2CCCCC2NS(=O)(=O)c2ccccc2)c1 (configuration not stated)	-20	4	3.1	0.9	5	24	-10	4	-2
O=C(Nc1ccc(S(=O)(=O)N2CCCCC2c2cccnc2)cc1)c1ccccc1F (configuration not stated)	-21	-22	0.7	-0.7	10	-2	-13	15	-5
COc1cc(/C=C2/C(=O)ON=C2C)ccc1OCc1cccc(F)c1	-2	7	0.0	-0.3	-21	-8	13	1	-4
CC(C)c1ccc(NC(=O)[C@@H]2CCC(=O)N2C2OC(=O)c3ccccc32)cc1 (some centres not stated)	.	-3	0.5	-0.5	3	12	8	1	-3
CSCc1cc(N2CCOCC2)nc(-c2ccccc2)n1	1	-13	-0.4	0.0	6	1	-10	0	-4

Assay outcomes (PubChem BioAssay)

No enrichment for hits. About 7.3% of those tested had a hit in this group.
